Screening data deposited in PubChem BioAssay by several laboratories.
HUVEC prolif 384: human endothelial cell proliferation inhibition; AID 648; HUVEC proliferation, CellTiter-Glo luminescence, 72 h; stronger effect = lower value; viability, % at 10 µM (by protocol); hit rate 1.1% among 86,000;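 active = viability at or below 30%; inactive = viability above 30%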;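 also: 100% = median luminescence of DMSO-only cell control wells on each plate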
Fibroblast inh: blocks proliferation of human lung fibroblasts; LL 47 human lung fibroblast viability, ATP luminescence; stronger effect = lower value; viability, % at 10 µM; hit rate 1.1% among 85,000; AID 719;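 active = viability at or below 50% in the single dose screen; inactive = viability above 50%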;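 also: compound exposure lasted 72 h before the ATP readout; 100% = median luminescence of untreated cell-only wells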
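Material: Human LL 47 lung fibroblast cells | Input: 1,150 cells/well | Buffer or medium: IMEM plus 15% FBS | Compound dosing: 0.1% DMSO in all compound wells | Times: Overnight cell rest, 72 h compound treatment at 37 °C | Signal: CellTiter-Glo luminescence measuring cellular ATP | Measure: % viability versus median cells-only luminescence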
S1P2 agonist: agonists of human S1P2 receptor; S1P2-expressing cell line, agonist reporter read-out; activation, % at 4.5 µM; hit rate 0.46% among 97,000; AID 729; in the data active = activation above about 16%;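 also: 0% = vehicle low control and 100% = maximal reference agonist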
Target sequence (O95136 whole entry, looked up): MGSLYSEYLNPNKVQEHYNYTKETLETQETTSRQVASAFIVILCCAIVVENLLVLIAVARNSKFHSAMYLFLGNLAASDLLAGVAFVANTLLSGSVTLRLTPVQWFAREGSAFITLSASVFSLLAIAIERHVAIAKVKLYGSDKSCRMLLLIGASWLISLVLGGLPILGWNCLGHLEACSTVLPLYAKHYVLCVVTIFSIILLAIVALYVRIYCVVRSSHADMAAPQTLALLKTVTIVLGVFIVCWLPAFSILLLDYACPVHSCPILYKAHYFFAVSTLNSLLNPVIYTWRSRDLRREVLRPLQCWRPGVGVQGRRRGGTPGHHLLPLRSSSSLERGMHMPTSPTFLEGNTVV
PostGolgi ctrl: yeast control strain growth, post-Golgi counter-screen | efflux-deficient yeast background strain, growth absorbance A615, 16 h | inhibition, % at 10 µM | hit rate 5% among 98,000
S1P2 antag: blocks the human S1P2 receptor; hit rate 0.21% among 97,000; inhibition, % at 5 µM; cell-based S1P2 antagonist assay, inhibition at 5 uM; O95136; AID 736; in the data active = inhibition above about 45%;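 also: CRE beta-lactamase reporter cells expressing human S1P2 stimulated with S1P; 0% = agonist at EC80 alone and 100% = agonist plus reference antagonist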
PostGolgi yeast: growth inhibition of a yeast mutant, post-Golgi transport screen; AID 739; inhibition, % at 10 µM; post-Golgi transport phenotypic cell assay; hit rate 0.9% among 98,000;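 also: yeast cells grown in 1536-well plates; yeast grown about 18 h at 30C before absorbance read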
Ecoli WT expand: blocks growth of wild type E. coli BW25113 | growth inhibition, % at 100 µM | AID 710 | OD600 absorbance | hit rate 0.15% among 98,000;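 active = growth inhibition above about 50% at one test dose, limit read from the data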;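 also: growth measured after 20 h incubation at 37 °C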
hDAT+cocaine: modulates human dopamine transporter uptake under cocaine | Q01959 | LLC-PK1 hDAT cells, [14C]-dopamine uptake with cocaine IC80; actives deviate in either direction | B-score at 10 µM | hit rate 1.3% among 110,000;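 active = Z score or B-score, a plate-position-corrected score, falls beyond the plate's 99.7% confidence bounds, in either direction; inactive = both scores lie inside the 99.7% bounds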;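 also: scored against the spread of the other compound wells on the same plate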
Target sequence (Q01959 whole entry, looked up): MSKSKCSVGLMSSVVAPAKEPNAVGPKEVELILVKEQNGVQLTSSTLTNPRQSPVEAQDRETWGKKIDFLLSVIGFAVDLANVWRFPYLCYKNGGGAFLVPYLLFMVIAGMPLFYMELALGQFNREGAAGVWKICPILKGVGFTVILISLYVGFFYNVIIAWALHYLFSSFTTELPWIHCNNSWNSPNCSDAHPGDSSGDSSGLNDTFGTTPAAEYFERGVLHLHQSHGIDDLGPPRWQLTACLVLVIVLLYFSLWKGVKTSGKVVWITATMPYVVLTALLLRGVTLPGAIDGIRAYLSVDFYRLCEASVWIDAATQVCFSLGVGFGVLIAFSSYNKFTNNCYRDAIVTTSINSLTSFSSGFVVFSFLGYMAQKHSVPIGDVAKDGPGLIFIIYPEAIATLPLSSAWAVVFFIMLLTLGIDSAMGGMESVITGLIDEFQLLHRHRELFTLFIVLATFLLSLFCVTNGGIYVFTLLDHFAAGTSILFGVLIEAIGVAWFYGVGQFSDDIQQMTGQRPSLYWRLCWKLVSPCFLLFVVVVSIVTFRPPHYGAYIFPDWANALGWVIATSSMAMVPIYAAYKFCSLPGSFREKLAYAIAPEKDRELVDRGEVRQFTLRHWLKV
H69AR growth 86K: blocks growth of human H69AR lung tumor cells; H69AR lung tumor viability, ATP luminescence, 72 h; stronger effect = lower value; viability, % at 10 µM; hit rate 6% among 85,000; AID 598;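 active = viability at or below 40%; inactive = viability above 40%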;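 also: multidrug resistant small cell line overexpressing MRP-1 efflux transporter; 100% = mean luminescence of untreated control wells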
* marks the source's active call; other numbers are inactive results; · = not tested or not shown. Rule as the data show it, unless noted: active = inhibition above about 30%; inactive = the rest.

SMILES	HUVEC prolif 384	Fibroblast inh	S1P2 agonist	PostGolgi ctrl	S1P2 antag	PostGolgi yeast	Ecoli WT expand	hDAT+cocaine	H69AR growth 86K
Cc1cccc(-c2nnc(SCc3ccccc3)o2)c1	117.1	101.1	-5.2	1.4	-3.6	-4.8	3.0	1.38	95.7
CCOC(=O)N1CCN(C(=O)CN(c2cccc(C)c2)S(=O)(=O)c2ccccc2)CC1	98.0	99.2	-6.8	-10.7	2.5	-5.8	-5.0	-0.00457	95.1
O=C1c2ccsc2SCCN1Cc1c(Cl)cccc1Cl	79.2	92.9	-6.5	19.1	-9.0	-5.3	-8.0	0.0532	95.2
CC(C)OC(=O)c1cccc(NC(=O)c2ccccc2)c1	85.2	101.0	0.8	·	14.5	·	·	0.51	30.3*
CCN(CCCNC(=O)C1CCCN(S(=O)(=O)CC)C1)c1cccc(C)c1 (configuration not stated)	97.6	96.3	-3.5	8.2	8.0	-1.9	5.0	0.0704	62.4
CC(=O)CC1OC(=O)C(Br)=C1NCc1ccccc1 (configuration not stated)	·	·	-0.2	4.3	34.1	11.7	0.0	-1.31	·
COc1ccccc1-c1nnc(SCC(=O)OC(C)C)o1	94.9	92.1	-3.3	1.9	10.9	-4.6	5.0	0.21	86.2
CCOC(=O)c1[nH]c(C)c(C(=O)OCC(=O)N(CC)C2CCS(=O)(=O)C2)c1C (configuration not stated)	98.7	101.7	-0.9	1.9	-2.2	6.1	0.0	-0.00371	85.8
CCOC(=O)CN1C(=O)C(Sc2n[nH]c(-c3ccc(O)cc3)n2)CCc2ccccc21 (configuration not stated)	·	·	-1.3	13.2	11.7	2.2	3.0	0.946	·
O=C(O)C1Cc2c([nH]c3ccccc23)C(c2ccc3c(c2)OCO3)N1 (configuration not stated)	90.5	88.7	-6.7	9.3	-16.8	-7.1	1.0	0.553	99.6
O=C(N/N=C/c1ccc(F)cc1)c1cc(-c2ccco2)nc2ccccc12	·	·	-7.2	5.5	-27.2	-10.7	-9.0	·	·
CN(C)c1cccc2c(S(=O)(=O)Nc3ccccn3)cccc12	100.3	97.2	-2.2	35.9*	12.5	-23.6	4.0	1.2	93.8
Cc1ccc(S(=O)(=O)N2CCCCC2C(=O)NCc2ccco2)cc1 (configuration not stated)	101.2	·	-13.1	5.2	-4.0	-4.7	-4.0	-0.392	43.6
COc1cccc(-n2nnc3c(=O)n(CC(=O)N4CCC(Cc5ccccc5)CC4)cnc32)c1	74.9	93.7	-6.4	26.4	33.9	5.3	-5.0	-0.508	29.8*
COc1ccc(OC)c(NC(=O)c2cc3sccc3n2C)c1	88.8	93.7	-5.0	11.6	11.5	-3.0	-1.0	-1.28	81.3
Cc1ccc(NC(=O)CCNS(=O)(=O)c2ccc3c(c2)oc(=O)n3C)cc1C	114.0	95.4	·	1.8	·	1.8	-5.0	1.2	93.6
COc1ccc(NC(=O)CSC2=C(C#N)C(c3ccco3)C3=C(CCCC3=O)N2)c(OC)c1 (configuration not stated)	93.8	102.3	9.9	3.5	-64.6	-0.3	-6.0	-2.66*	67.3
Cc1csc(N(C(=O)c2cccc(S(=O)(=O)N3CCCC3)c2)c2ccccc2)n1	96.5	92.1	-1.9	8.6	-16.9	-8.3	-5.0	-0.129	45.2
Cc1ccc(S(=O)(=O)N2CCCCC2)cc1C(=O)Nc1ncn[nH]1	97.9	99.6	·	16.3	·	2.0	2.0	·	102.8
COC(=O)c1cn(NC(=O)c2cnccn2)c(=O)c2ccccc12	67.5	81.8	·	-2.7	·	6.1	1.0	-0.0829	45.8
COc1cccc(/C=N/NC(=O)c2cccc([N+](=O)[O-])c2)c1OS(=O)(=O)c1ccc(C)cc1	·	·	-6.2	6.9	1.1	-3.2	-8.0	-0.0993	·
CCc1ccc2nc(SCC(=O)N3CC(=O)Nc4ccccc43)c(C#N)cc2c1	32.2	65.0	-8.3	·	-6.2	·	·	-0.998	5.2*
O=C(Cn1nc(C(F)F)cc1C1CC1)NCCC1=CCCCC1	92.8	95.5	-3.9	4.7	-0.4	-1.4	3.0	0.0943	101.5
O=C(Nc1cccnc1)Nc1ccccn1	98.2	100.6	-5.8	8.3	-4.6	18.7	18.0	-0.363	95.8
CCCCCOC(=O)NCC(O)c1ccccc1 (configuration not stated)	99.1	99.2	-0.7	-4.5	10.2	0.6	10.0	0.206	97.2
CCOC(=O)c1ccc(NC2c3ccccc3C(=O)N2c2ccccn2)cc1 (configuration not stated)	·	·	-9.2	3.0	-9.6	0.9	-11.0	-0.112	·
COc1ccc(C(C)=O)cc1COC(=O)c1ccc(OCc2c(C)noc2C)cc1	53.4	64.9	-7.2	-8.8	7.4	13.5	-2.0	0.0893	97.4
O=C1c2ccccc2CCC12N=NCC2c1ccc(Br)cc1 (configuration not stated)	95.3	87.1	1.6	10.9	-16.4	0.6	1.0	-0.577	73.9
Cc1cc(C)n(CC(O)COCc2ccco2)n1 (configuration not stated)	97.0	97.5	-5.0	-1.5	-13.1	-6.6	2.0	0.3	94.0
CN(C)C(C(=O)NC1CCCCC1)c1ccc(Cl)cc1 (configuration not stated)	98.6	97.1	·	15.7	·	7.0	8.0	-0.392	101.4
O=c1cnn(-c2ccccc2)c(-c2ccccc2)c1	74.3	74.1	-3.7	13.9	15.4	13.2	2.0	-0.578	25.4*
CS(=O)c1ccccc1-c1nc(-c2cc(C(F)(F)F)cc(C(F)(F)F)c2)no1 (configuration not stated)	·	·	-1.7	9.2	21.0	3.0	-7.0	·	·
CS(=O)(=O)N1CCN(C(=O)c2ccc(Br)s2)CC1	105.8	107.3	-7.0	0.8	1.6	14.3	0.0	-0.194	99.8
Cn1c(C(=O)O)c(CC(=O)NCc2cccnc2)c2ccccc21	104.4	·	-5.2	4.6	22.7	2.4	-9.0	-0.428	98.9
COC(=O)n1c(=O)oc2ccccc21	84.8	104.3	-5.1	20.2	-11.4	6.7	-1.0	-0.201	92.4
C=C(Br)Cn1c(CC(C)C)nc2ccccc21	100.1	97.0	-1.4	8.5	-8.8	2.6	7.0	-0.905	89.1

Looked up above:
hDAT+cocaine with O=c1cnn(-c2ccccc2)c(-c2ccccc2)c1 reads -0.578
PostGolgi ctrl with CS(=O)c1ccccc1-c1nc(-c2cc(C(F)(F)F)cc(C(F)(F)F)c2)no1 (configuration not stated) reads 9.2
hDAT+cocaine with CCOC(=O)c1ccc(NC2c3ccccc3C(=O)N2c2ccccn2)cc1 (configuration not stated) reads -0.112

2 records picked at random from those above, as already listed:
SMILES	HUVEC prolif 384	Fibroblast inh	S1P2 agonist	PostGolgi ctrl	S1P2 antag	PostGolgi yeast	Ecoli WT expand	hDAT+cocaine	H69AR growth 86K
Cc1cc(C)n(CC(O)COCc2ccco2)n1 (configuration not stated)	97.0	97.5	-5.0	-1.5	-13.1	-6.6	2.0	0.3	94.0
CS(=O)c1ccccc1-c1nc(-c2cc(C(F)(F)F)cc(C(F)(F)F)c2)no1 (configuration not stated)	·	·	-1.7	9.2	21.0	3.0	-7.0	·	·

More records follow.
SMILES	HUVEC prolif 384	Fibroblast inh	S1P2 agonist	PostGolgi ctrl	S1P2 antag	PostGolgi yeast	Ecoli WT expand	hDAT+cocaine	H69AR growth 86K
c1ccc(CCc2nn3c(Cn4nnc5ccccc54)nnc3s2)cc1	·	·	·	2.2	·	-10.2	1.0	0.451	·
CCCCOC(=O)c1cccc(NC(=O)CCC(=O)O)c1	95.6	104.6	-2.4	4.9	26.8	3.5	-18.0	-0.425	109.9
CS(=O)(=O)N(CC(=O)O)c1cc(Cl)cc(Cl)c1	101.3	102.5	-6.0	8.5	1.7	-1.1	-8.0	-0.482	101.4
CCn1c2ccc(OC)cc2c2nc3ccccc3nc21	76.8	87.0	34.1*	·	-32.7	·	·	0.289	43.6
CCn1c(/C=C2/C(=O)N(C)c3ccccc32)nc2ccccc2c1=O	·	·	-4.9	18.6	12.7	7.7	-3.0	-0.328	·
COc1ccccc1C(=O)N1CCC(C(=O)c2ccc(F)cc2)CC1	97.9	97.9	-4.9	3.5	-9.8	-4.2	3.0	-0.622	102.4
CCOc1ccc2c(c1)c1nnc(SCC(=O)N3CCCCC3C)nc1n2C (configuration not stated)	88.4	96.4	-4.5	3.9	8.0	6.9	4.0	0.634	95.3
O=C(NCC1CCCO1)C12CN(Cc3ccccc3)CC1C(c1cccc([N+](=O)[O-])c1)=NO2 (configuration not stated)	·	·	-6.6	-6.0	-10.5	-1.7	2.0	-0.0235	·
Cc1cc(C)c2c(N)c(-c3nc4ccccc4[nH]3)sc2n1	84.6	93.4	3.6	-2.3	-10.0	10.7	5.0	0.576	72.6
CN1/C(=C\C(=O)COC(=O)Cn2nnc(-c3ccccc3)n2)C(C)(C)c2ccccc21	106.3	92.9	-3.9	2.7	-9.7	-6.6	-7.0	-0.373	92.2
COC(=O)c1ccccc1NC(=O)Cn1nnc(-c2ccc(OC)cc2)n1	79.1	96.8	-4.6	·	-12.7	·	·	0.794	70.5
O=C(COC(=O)COc1ccccc1Cl)Nc1ccccc1OC(F)F	·	·	1.2	-4.0	-23.6	2.7	12.0	0.726	·
CCCC(=O)NC(=S)Nc1cccc(NC(=O)c2ccc(Cl)cc2Cl)c1	·	·	-4.6	6.8	6.8	-7.4	5.0	0.566	·
O=S(=O)(c1ccc(-c2nc3ccccc3s2)cc1)N1CCCC1	102.8	104.1	-1.8	4.4	-17.5	-6.0	-17.0	-0.25	91.6
N#Cc1nc(-c2ccc(F)cc2)oc1N1CCCC1	100.0	96.5	-8.1	7.9	13.0	0.6	-6.0	·	87.5
O=C(CN1C(=O)C2C3C=CC(C3)C2C1=O)NCCc1ccccc1Cl (configuration not stated)	·	·	-0.8	2.8	7.3	-2.9	1.0	0.00278	·
CCOC(=O)c1cnc(SCc2ccccc2)nc1N	101.3	96.6	-3.6	23.5	13.5	3.2	1.0	-0.952	92.9
CCOC(=O)Nc1ccc2c(c1)N(C(=O)CCN1CCN(C)CC1)c1ccccc1S2	98.4	99.9	-2.3	1.5	4.6	-4.4	-3.0	-0.391	73.6
COc1ccccc1N1CCN(/N=C/C=C\c2ccco2)CC1	107.1	100.5	-6.6	-3.8	1.1	5.0	7.0	-0.189	85.4
CCOCCCNS(=O)(=O)c1ccccc1	107.7	97.8	-4.8	-7.6	-15.3	-12.4	6.0	-0.895	100.2
FC(F)(F)c1ccc(N2CCN(c3cc(-c4ccccc4)nc4ncnn34)CC2)nc1	·	·	-4.8	56.6*	16.1	11.3	9.0	-1.02	·
Cc1cc(C)cc(N2C(=O)CC(n3nc(C)cc3C)C2=O)c1 (configuration not stated)	93.0	101.1	-5.6	-9.7	-3.1	-1.2	4.0	-0.151	101.6
CCOC(=O)c1oc2ccccc2c1CN1CCN(c2ccccc2)CC1	102.7	92.7	-1.9	10.4	25.1	-0.5	-2.0	-0.744	89.1
O=C(CC(C(=O)O)C1CCCO1)NCc1ccccc1 (configuration not stated)	91.9	101.8	·	-0.5	·	-6.9	8.0	1.28	98.8
Cc1cc(C)n(-c2cc(C)c(C)cc2Br)n1	90.0	95.6	-1.5	-4.6	-4.0	-6.1	5.0	0.591	86.3
O=C(NCCc1ccccn1)C1CCCN(S(=O)(=O)Cc2ccccc2)C1 (configuration not stated)	86.2	91.5	1.5	9.7	-33.0	2.6	-1.0	0.703	96.9
CCOC(=O)Cc1nnc(NC(=O)CSc2ccccc2)s1	98.8	102.7	-4.7	20.0	-1.2	0.5	0.0	0.704	85.4
CC1=CC(C)(C)Nc2ccc(OC(=O)C(C)N3C(=O)c4ccccc4C3=O)cc21 (configuration not stated)	·	·	-4.1	-1.7	3.6	16.4	-13.0	-0.029	·
COc1ccc(N2CCN(C3CC(=O)NC3=O)CC2)cc1 (configuration not stated)	90.9	93.8	-2.7	11.7	-1.2	1.5	4.0	0.0226	98.0
N/C(=N\OS(=O)(=O)c1ccc(Br)cc1)c1ccncc1	76.1	92.9	-5.2	-1.7	1.3	2.6	18.0	-1.5	84.3
